MEKK2wt PB1 HTS: raises or lowers MEK5 binding to wildtype human MEKK2 PB1 domain. bead flow cytometry, Alexa488-MEK5 binding to MEKK2 WT; actives lie on both sides. 290,000 tested, 1.1% active. binding response (% of control), % at 10 µM; in the data active means binding response below about 67% or above about 130%
MEKK2mut PB1 HTS: signal of MEK5 binding to mutant human MEKK2 PB1 domain. bead flow cytometry, Alexa488-MEK5 binding to MEKK2 mutant. AID 1530. percent response, % at 10 µM. 290,000 tested, 0.35% active; in the data active means percent response above about 24%, passing the limit was not always enough; further: inactives centre near 1; some results filed as inactive read as strong as hits
DNA FID counter: displaces DNA intercalator in HCV helicase counter-screen; 290,000 tested, 0.17% active; inhibition, % at 7.9 µM; DNA fluorescent intercalator displacement, fluorescence; in the data active means inhibition above about 37%;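 further: 0% = vehicle and 100% = reference compound; higher means more ethidium bromide displaced from hairpin DNA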
M18AAP inhibitor: PfM18AAP enzyme inhibition | inhibition, % at 7.35 µM | recombinant PfM18AAP, H-Glu-NHMec fluorogenic cleavage | AID 1822 | 290,000 tested, 1.2% active;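 active means inhibition above the campaign mean inhibition over all tested compounds plus 3 SD, cut at about 28% in these data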;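 further: 0% = plate median of test compound wells and 100% = 2 mM ZnCl2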
VIM-2 inh: blocks Pseudomonas aeruginosa VIM-2 metallo-beta-lactamase; 290,000 tested, 0.89% active; AID 1527; purified VIM-2, nitrocefin hydrolysis, epi-absorbance fluorescence; inhibition, % at 5.6 µM;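 active means inhibition above the mean of all tested compounds plus 3 SD, cutoff set per screening run, cut at about 7.5% in these data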;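 further: red hydrolysis product quenches plate fluorescence so inhibitors raise well fluorescence; 0% = enzyme with DMSO and 100% = DMSO without enzyme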
HCV NS3 hel inh: inhibitors of Hepatitis C virus NS3 helicase | NS3 helicase DNA unwinding, Cy5 molecular beacon fluorescence | AID 1800 | inhibition, % at 10.9 µM | 290,000 tested, 0.56% active;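 active means inhibition above the mean of all tested compounds plus 3 SD, set per campaign, cut at about 35% in these data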;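 further: 0% = DMSO wells and 100% = thioflavine S control wells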
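Compound dosing – single dose, 10.9 µM nominal final, DMSO 0.8% final · System – NS3 helicase fragment of HCV · Buffer or medium – MOPS pH 6.5, MgCl2, DTT, Tween20, BSA · Signal – Cy5 beacon fluorescence read at start and 1 h · Also added – annealed dual-labelled DNA beacon duplex, ATP-started · Schedule – 1 h at 25 °C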
NALP1 yeast inh: inhibitors of NALP1 inflammasome in yeast; S. cerevisiae NALP1/ASC/caspase-1 growth, X-gal OD620, 72 h; inhibition, % at 10 µM; 280,000 tested, 0.61% active; AID 2071; in the data active means inhibition mostly above about 24%, no sharp cut-off; inactive means mostly below about 32%; further: some compounds called inactive have numbers as strong as hits
IMP-1 inh: inhibitors of Pseudomonas aeruginosa IMP-1 metallo-beta-lactamase | purified IMP-1, nitrocefin hydrolysis, epi-absorbance fluorescence | inhibition, % at 5.6 µM | 290,000 tested, 0.45% active;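 active means inhibition above the mean plus 3 SD of all compounds in the same screening run, cut at about 4.5% in these data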;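 further: 0% = IMP-1 with DMSO and 100% = DMSO wells lacking enzyme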
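System: purified IMP-1; amount: IMP-1 0.2 nM before substrate addition; compound: single dose, 5.6 µM; times: 25 °C, 15 min preincubation, 25 min reaction; signal: Epi-absorbance via hydrolysed-nitrocefin quenching of white-plate fluorescence, 480/530 nm, EDTA stop; benchmarks: DMSO with and without IMP-1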
SUMO HTRF inh: inhibitors of human SUMOylation (UBC9) | P63279 | HTRF SUMOylation assay, SAE1/SAE2 + UBC9, in vitro | inhibition, % at 35 µM | 290,000 tested, 0.36% active | AID 2006; in the data active means inhibition above about 50%, passing the limit was not always enough; further: strong numbers were not always called active
Target sequence (P63279 whole entry, looked up): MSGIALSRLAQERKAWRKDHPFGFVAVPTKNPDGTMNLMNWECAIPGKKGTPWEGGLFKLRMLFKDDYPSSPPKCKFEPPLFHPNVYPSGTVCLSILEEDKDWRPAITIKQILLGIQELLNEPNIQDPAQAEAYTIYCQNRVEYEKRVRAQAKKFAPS
* marks the source's active call; other numbers are inactive results; . = no result given; & = joins results of further samples.

SMILES	MEKK2wt PB1 HTS	MEKK2mut PB1 HTS	DNA FID counter	M18AAP inhibitor	VIM-2 inh	HCV NS3 hel inh	NALP1 yeast inh	IMP-1 inh	SUMO HTRF inh
Cc1cccc(CCNC(=O)CCc2nnc(CCc3ccccc3)o2)n1	94.0	-9.0	-12.3	-3.4	1.3	9.8	6.2	-2.2	3.0
CC(=O)Nc1sc2c(c1C#N)CCCCC2	101.0	-4.0	-2.0	-4.2	-2.5	-7.9	13.9	-1.7	14.3
Cc1ccc(OCCNC(=O)/C=C/c2ccc([N+](=O)[O-])cc2)cc1C	106.0	2.0	-4.4	6.7	-0.3	-5.2	17.2	-2.7	12.0
Clc1c(CSc2nc3ccccc3o2)nc2sccn12	107.0	9.0	-16.2	14.9	5.5	20.9	5.4	-2.8	7.8
CN(C)c1ccc(/C=C(/NC(=O)c2ccccc2)C(=O)NCCN2CCOCC2)cc1	103.0	1.0	2.1	10.1	-0.9	-9.3	14.4	-0.7	-9.9
COc1ccc(CNC(=O)CCCn2nc(C)n3c(cc4sccc43)c2=O)cc1	106.0	-1.0	-43.4	-3.2	2.5	-4.3	18.3	-1.5	2.6
CSc1nc(Cc2ccc(Cl)cc2)nc2ccccc12	106.0	2.0	-1.1	1.9	-2.1	-3.5	-3.2	3.0	5.1
COc1ccccc1/C=C/C(=O)OCCCN(C)C	105.0	6.0	0.9	2.3	-0.8	1.7	-3.4	-2.2	20.0
Cc1nc(NC(=O)COc2ccccc2)sc1C(=O)Nc1cccc(Cl)c1	101.0	1.0	-1.9	0.1	-0.9	-10.7	12.3	-2.4	-23.8
NC(=O)CCC(NC(=S)Nc1ccccc1)C(=O)O (stereo not drawn)	113.0	5.0	-1.6	15.3	-2.6	-0.2	8.7	-2.0	-11.1
Cc1ccc(/C=N/NC(=O)Cc2ccc(O)cc2)s1	105.0	5.0	-7.9	2.1	-2.0	-3.3	11.4	-4.4	12.1
COc1cc(/C=N/NC(N)=O)cc(Br)c1OCc1ccc(C)cc1	111.0	3.0	-9.8	-3.1	-2.4	-6.9	7.5	-5.5	12.8
COc1ccc(Cc2cnc(N)s2)cc1	92.0	-9.0	6.1	-3.7	-3.9	-1.2	-0.8	-5.2	5.7
COc1cccc(C(=O)NC(=S)Nc2nnn(C)n2)c1	97.0	-2.0	-2.2	0.3	-3.2	6.2	42.1	-4.2	2.0
Cc1ccccc1OCC(=O)Nc1nnc(COc2ccccc2)s1	108.0	7.0	-13.4	1.4	-2.6	8.7	11.6	3.7	12.1
CCCNC(=O)c1ccc(COc2ccc(Cl)cc2)o1	99.0	-1.0	-20.5	-4.7	-0.1	21.3	18.1	-1.5	-5.5
COc1ccccc1Nc1nc(C)cs1	89.0&111.0	-11.0&5.0	-2.3&-1.7	0.7&9.9	-1.9&-2.7	-1.3&3.2	3.8&-2.7	-1.7&0.5	-14.1&22.5
COc1cc(OC)c(OC)cc1/C=N/Nc1ccc(Cl)nn1	101.0	-4.0	-21.3	2.4	-0.4	-12.0	-5.6	-1.6	-23.2
Cc1ccc(-c2csc3ncnc(Nc4ccc(N5CCOCC5)cc4)c23)cc1	104.0	9.0	-12.9	-77.9	-2.9	5.5	8.5	-3.5	-6.1
COc1ccc(OCc2nnc(SC(C)C(=O)Nc3nccs3)n2-c2ccccc2)cc1 (stereo not drawn)	102.0	4.0	-9.7	-9.2	-0.5	-9.3	21.8	-3.2	19.4
Cc1ccc(/C=N/N=C2/NC(=O)C(CC(=O)N3CCOCC3)S2)cc1 (stereo not drawn)	97.0	-1.0	-6.8	3.8	-4.3	3.4	25.7	-3.2	11.4
CCCc1nnc(NC(=O)C2CCCO2)s1 (stereo not drawn)	104.0	0.0	0.0	2.1	-0.4	-1.2	8.6	-3.7	12.7
CCc1nn(CC(=O)N2CCN(C)CC2)c(=O)c2cccn12	99.0	1.0	-4.8	3.3	-3.6	-3.8	-25.3	-3.4	5.4
Cc1ccc(Nc2nc(N)nc(CSc3nccn3C)n2)cc1	96.0	-1.0	-6.2	-0.1	-1.4	5.8	9.9	-1.7	23.4
O=C(/C=C/c1ccc(Cl)c([N+](=O)[O-])c1)Nc1cccnc1	100.0	2.0	4.5	-3.4	1.0	-0.1	31.4	0.8	-7.6
COc1cc(/C=N/NC(=O)C(N)=O)ccc1OCC(=O)N1C(C)CCCC1C (stereo not drawn)	103.0	5.0	-17.9	-2.2	-2.4	4.9	-2.3	-1.6	14.2
N#CC1=C(N)N=C(SCc2cccc3ccccc23)C(C(N)=O)C12CCCCC2 (stereo not drawn)	91.0	-4.0	-11.4	-12.8	-0.7	9.2	1.8	2.5	0.9
CC1CN(CCOc2ccccc2[N+](=O)[O-])CC(C)O1 (stereo not drawn)	99.0	2.0	4.2	1.4	-1.8	5.8	18.8	-2.6	-4.2
COc1ccc(/C=C/C(=O)C2CC2)cc1Cn1nc(C)c([N+](=O)[O-])c1C	93.0	-7.0	-11.3	3.0	-1.2	4.9	-0.8	-3.2	11.4
O=C(CSCc1cccc(Br)c1)N=Nc1c(O)[nH]c2ccccc12	99.0	0.0	-7.8	-2.4	-3.5	-10.2	12.8	-0.1	-16.3
O=C(CCN1CCOCC1)N1CCc2c([nH]c3ccccc23)C1c1cccc(Cl)c1 (stereo not drawn)	104.0	3.0	7.8	-1.3	-3.3	-33.4	7.9	-3.3	-3.7
Cn1c(CNC(=O)c2cccs2)nnc1SCC(=O)Nc1ccccc1	93.0	-4.0	-6.4	-3.6	0.5	4.1	26.8	-1.2	7.3
Cc1ccc(Cn2ccc(NC(=O)c3nn(C)cc3[N+](=O)[O-])n2)cc1	100.0	2.0	-0.5	1.6	-1.2	1.0	30.4	-1.9	1.5
Cc1oc(-c2ccc(Cl)cc2)nc1CN1CCCN(C(=O)c2ccco2)CC1	99.0	0.0	-10.6	0.9	-1.5	-11.1	5.2	-2.8	0.4
Cn1c(=O)oc2cc(S(=O)(=O)NCCC(=O)N3CCN(c4ccccc4)CC3)ccc21	98.0	2.0	-20.0	0.0	-1.4	8.0	7.0	-0.5	6.8
COc1ccc(C(NC(=O)c2cccnc2)c2cc(Cl)c3cccnc3c2O)cc1OC (stereo not drawn)	112.0	9.0	-12.8	5.8	-2.5	4.4	6.1	-2.3	-72.5
Cc1cc(C)cc(OCC(O)CN2CCN(Cc3ccc4c(c3)OCO4)CC2)c1 (stereo not drawn)	96.0	-2.0	18.9	-2.4	0.4	-20.9	19.7	-1.0	10.0
COc1ccc(S(=O)(=O)NC2CCc3ccccc32)cc1OC (stereo not drawn)	105.0	-2.0	-18.3	-12.0	1.5	1.6	25.1	0.8	8.4
COc1ccc(C(=O)Nc2oc(-c3ccccc3)c(-c3ccccc3)c2C#N)cc1	101.0	1.0	3.1	-7.5	-2.4	-2.9	-4.6	-1.4	-12.2
COc1cc([N+](=O)[O-])ccc1NC(=O)CSc1n[nH]c(C(C)C)n1	93.0	-7.0	0.3	0.2	-3.0	-5.4	2.2	-4.5	-13.2
Oc1ccc(-c2c(-c3ccsc3)sc3ccccc23)cc1	87.0	-4.0	5.8	7.1	0.7	-15.0	22.2	-3.5	0.0
COc1cccc2c1nc(C)c1cc(C)oc12	92.0	-6.0	1.6	-4.2	-2.8	1.8	20.3	-4.2	21.8
CCC1=NN2C(=N)/C(=C\c3ccc(OCCOc4ccc(NC(C)=O)cc4)cc3)C(=O)N=C2S1	100.0	16.0	-21.7	2.1	10.1*	7.0	25.1	-3.1	17.7
CCN(C(=O)COC(=O)c1cc(-c2ccc(C)o2)nc2ccccc12)C1CCS(=O)(=O)C1 (stereo not drawn)	104.0	10.0	-22.6	-26.1	-2.7	0.2	10.5	-3.0	21.9
O=C(O)c1ccccc1C(=O)N1CCN(c2ccccc2)CC1	107.0	8.0	4.7	2.4	-1.1	3.0	31.9	1.4	18.4

Record cards, from the list above. Screens in order: MEKK2wt PB1 HTS	MEKK2mut PB1 HTS	DNA FID counter	M18AAP inhibitor	VIM-2 inh	HCV NS3 hel inh	NALP1 yeast inh	IMP-1 inh	SUMO HTRF inh
`Cn1c(CNC(=O)c2cccs2)nnc1SCC(=O)Nc1ccccc1` reads 93.0	-4.0	-6.4	-3.6	0.5	4.1	26.8	-1.2	7.3
`Cc1ccc(Cn2ccc(NC(=O)c3nn(C)cc3[N+](=O)[O-])n2)cc1` reads 100.0	2.0	-0.5	1.6	-1.2	1.0	30.4	-1.9	1.5
`O=C(CCN1CCOCC1)N1CCc2c([nH]c3ccccc23)C1c1cccc(Cl)c1` (stereo not drawn) reads 104.0	3.0	7.8	-1.3	-3.3	-33.4	7.9	-3.3	-3.7
`Oc1ccc(-c2c(-c3ccsc3)sc3ccccc23)cc1` reads 87.0	-4.0	5.8	7.1	0.7	-15.0	22.2	-3.5	0.0

Remaining list, next part:
SMILES	MEKK2wt PB1 HTS	MEKK2mut PB1 HTS	DNA FID counter	M18AAP inhibitor	VIM-2 inh	HCV NS3 hel inh	NALP1 yeast inh	IMP-1 inh	SUMO HTRF inh
CC(C)N(Cc1nc(-c2ccccc2)no1)C(=O)c1ccc(Cl)cc1	108.0	5.0	-30.3	2.8	-1.4	-2.9	-16.0	-5.0	6.4
O=C(Nc1ccccc1)Nc1ccc(Cl)c(S(=O)(=O)N2CCOCC2)c1	.	.	9.1	2.7	-0.6	9.4	-6.5	-1.9	-0.8
c1ccc(-c2cnnn2-c2ccccc2)cc1	105.0	3.0	-3.9	2.3	-1.5	-6.0	-4.7	-1.8	22.6
COC(=O)CSCC(=O)Nc1cc2c(cc1C(C)=O)OCO2	107.0	2.0	-12.7	19.8	-2.3	3.1	-7.2	-1.4	9.9
Cc1cc(C)c(S(=O)(=O)NCc2ccccn2)c(C)c1	104.0	7.0	-7.4	2.1	-2.1	5.3	-0.8	-2.1	-1.7
Cc1cc(C)nc(SCc2csc(N)n2)n1	99.0	-2.0	-2.1	10.5	-2.5	-4.7	1.6	-6.2	4.2
O=C(CN(Cc1ccccc1)S(=O)(=O)c1ccc(F)cc1)NCc1cccnc1	104.0	0.0	-17.1	-3.8	-0.8	-10.8	5.9	-0.6	11.2
CCOCCCNC(=O)c1cn(C)c2ccc(S(=O)(=O)N3CCCCC3)cc2c1=O	99.0	2.0	-19.5	1.4	-2.4	7.0	-4.4	-0.2	9.5
CCCN1CCN(CCCNC(=O)c2ccc3nc(N4CCC(C)CC4)sc3c2)CC1	114.0	8.0	14.8	1.1	3.4	-18.8	15.9	-3.7	3.4
N#C/C(=C/c1cn(-c2ccccc2)nc1-c1cccc(S(=O)(=O)N2CCOCC2)c1)C(=O)NCc1ccco1	91.0	-1.0	-1.7	-2.1	0.4	6.7	23.6	-1.4	16.4
CCc1c(O)c(-c2ccccc2)c(=O)n(-c2ccccn2)c1-c1ccccc1	97.0	-13.0	-20.9	39.2*	-1.9	0.0	12.2	0.9	11.3
O=C(CCCCCN1C(=O)c2ccccc2C1=O)Nc1ccc(F)cc1	110.0	1.0	-13.6	6.6	-5.0	0.0	-1.1	-3.7	4.0
NC(=O)C1=C[C@@H](c2csc3ccccc23)C[C@@H](OCc2ccc(CO)cc2)O1	100.0	6.0	.	.	.	.	-5.3	.	1.6
Cc1ccccc1CSc1nc2n(n1)C(c1cccs1)C1=C(CCCC1=O)N2 (stereo not drawn)	99.0	0.0	-15.0	0.9	-3.7	-4.2	14.2	-0.9	4.6

Source: PubChem BioAssay
